IkB sig inh = IkB Signaling | ABC-DLBCL IkBa-CBG/CBR dual luciferase ratio, 4 h; response scale: scaled: untreated 0%, proteasome inhibitor 100% | Potency, µM (titrated, usually from 57.1 µM), for inactives: top-dose IkBa stabilization activation | 0.04% of 110,000 active; active means well fitted curve in the direction sought with a large enough effect in the signal ratio, not every such curve was filed as active; inconclusive means small, poorly fitted or top-dose-only effect, or a change in a side signal; the % refers to the signal ratio;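 further: the direction sought is a rising ratio; 0% = basal untreated cells and 100% = reference inhibitor full response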
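In this assay, an IκBα–CBG68 fusion accumulates when IKK-driven degradation is blocked; native CBR normalizes for cell number. OCI-Ly3 cells were treated 4 h with compound and doxycycline, then green and red light read after Chroma-Glo addition.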
Imprint erasure = qHTS Assay for Compounds that Induce Erasure of Genomic Imprints; mouse ES Peg3-LacZ reporter, beta-gal luminescence, 40 h; Potency, µM (doses to about 60.7 µM), for the others: at the highest dose activity change, positive = activation, most hits filed as activators; 0.02% of 110,000 active; AID 1948, 2009;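 further: 0% = negative control wells on the plate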
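Each well holds 300 Peg3LacZ-Neo (maternal) female ES cells incubated 40 h at 37C, 5% CO2. LacZ is measured by BetaGlo luminescence, with AC50 and maximum efficacy derived from dose-response curves.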
p53ts 32C kill = qHTS Screen for Compounds that Selectively Target Cancer Cells with p53 Mutations: Cytotoxicity of p53ts Cells at the Permissive Temperature; H1299-p53A138V at 32C, ATP luminescence viability, 24 h; Potency, µM (top dose mostly 46.1 µM), without a hit: top-dose activity change, negative = cytotoxicity, actives largely listed as cytotoxic; AID 924, 2007; 0.93% of 130,000 active;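 further: 0% = DMSO and -100% = full killing by reference compound; nearly all actives have a fitted effect of over 55% in size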
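Viability by ATPlite luminescence after 24 h compound treatment (up to 46 uM) at the permissive 32C. Cells are H1299 carrying p53 A138V. Scale runs from DMSO basal to 100 uM tamoxifen as full kill; AC50 from Hill fits.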
p53ts 39C kill = qHTS Screen for Compounds that Selectively Target Cancer Cells with p53 Mutations: Cytotoxicity of p53ts Cells at the Nonpermissive Temperature; H1299-p53A138V viability at 39C, ATP luminescence, 24 h; Potency, µM (highest dose often 46.1 µM), without a hit: at the top dose activity change, negative = cell killing, usual class: cytotoxic; 1.5% of 130,000 active; AID 902, 2007; further: nearly all actives have a fitted effect of over 55% in size
* marks the source's active call; other numbers are inactive results; ? = inconclusive; . = no result given; [ ] = remark or other dose. Unless noted, the call rests on the fitted dose curve; in most records, active means well fitted curve in the direction sought with a large enough effect; inconclusive means small, poorly fitted or top-dose-only effect, or another doubt; inactive means no such curve, though single readings can be large; an effect the other way counts as inactive or inconclusive. Unless noted, on the % scale 0 is the no-effect control and ±100 the full control effect; potency means the concentration at half of the fitted maximal effect.

The first 3 entries (preview)
SMILES	IkB sig inh	Imprint erasure	p53ts 32C kill	p53ts 39C kill
O=C(NC1CC(=O)N(c2ccccc2)C1)C1CCCC1 (stereo unspecified)	-0.5%	9%[10.9 µM]	4%	8%
COc1cc(NS(=O)(=O)c2ccc(NC(=O)c3ccc(Cl)cc3Cl)cc2)nc(OC)n1	2.2%	-6%[10.9 µM]	2%	1%
COc1ccc(OC)c(NC(=O)CNC(=O)Cn2ccc3ccccc3c2=O)c1	1.4%	-12%	9%	12%

The listing, from the start:
SMILES	IkB sig inh	Imprint erasure	p53ts 32C kill	p53ts 39C kill
O=C(NC1CC(=O)N(c2ccccc2)C1)C1CCCC1 (stereo unspecified)	-0.5%	9%[10.9 µM]	4%	8%
COc1cc(NS(=O)(=O)c2ccc(NC(=O)c3ccc(Cl)cc3Cl)cc2)nc(OC)n1	2.2%	-6%[10.9 µM]	2%	1%
COc1ccc(OC)c(NC(=O)CNC(=O)Cn2ccc3ccccc3c2=O)c1	1.4%	-12%	9%	12%
CC(=O)c1cc2c(cc1NC(=O)CCn1cccc1)OCO2	.	.	15%	-6%
COc1ccc(-c2cc(C(=O)N3CCCc4ccccc43)no2)cc1OC	?	-21%	8%	-17%
COc1ccc(-c2cc3c(=O)n(CC(=O)Nc4ccccc4C(F)(F)F)ccn3n2)cc1OC	-1.9%	21%[10.9 µM]	4%	-4%
O=C(N/N=C/c1c[nH]c2c1ccc1ccccc12)c1ccc([N+](=O)[O-])cc1	.	.	-15%	38%
COc1ccc(-n2c(-c3ccc(F)cc3)cn3c4c(=O)n(C)c(=O)n(C)c4nc23)cc1	-1.3%	-12%[10.9 µM]	-10%	42%[activator]
O=C(Nc1nc2c(s1)CCCC2)c1ccc(Br)s1	.	.	-25%	-28%
Cn1cccc1C(=O)N1CCC2(CC1)CN(Cc1cc(C(F)(F)F)cc(C(F)(F)F)c1)C2	0.0%[11.4 µM]	.	-4%	-6%
COc1ccc(-n2cnnc2SCc2csc(-c3ccccc3)n2)cc1	0.4%	-4%	3%	-10%
COc1ccc(/C=C\c2onc(C)c2S(=O)(=O)N2CCC(C(=O)Nc3ccc(C)cc3C)CC2)cc1	-0.1%	-10%[10.9 µM]	3%	15%
CSc1nc(C)cc(SCC(=O)Nc2ccc(Cl)cc2Cl)n1	.	.	1%	6%
CCCCN(C)CCCNC(=O)CN1C(=O)CSc2ccc(S(=O)(=O)N3CCOCC3)cc21	-3.0%	-12%[10.9 µM]	0%	-21%
CCOc1ccc(NC(=O)CS(=O)(=O)Cc2nc(-c3ccc(C)cc3)oc2C)cc1	1.2%	-5%[10.9 µM]	1%	9%
Cc1ccc(S(=O)(=O)CC(=O)N(C)C)cc1	-1.3%	1%	4%	4%
Cc1nn(C)cc1CNC(=O)c1ccccc1Br	0.3%	-1%	-2%	-5%
COc1ccc(-n2ncc3c2ncn2nc(Cc4ccccc4)nc32)cc1	?	-7%[10.9 µM]	0%	-11%
COC(=O)c1cc2occc2n1Cc1nc(-c2ccc(Cl)cc2)oc1C	-2.6%	16%[10.9 µM]	-12%	-23%
Cc1ccc(Cn2cccc(NC(=O)c3ccco3)c2=O)cc1	3.4%	-9%	-10%	-15%
O=C(NC1CC(=O)N(c2ccc(F)cc2)C1)C1CC1 (stereo unspecified)	3.8%	25%[10.9 µM]	2%	-11%
CCOC(=O)c1cc(-c2ccc(OC)c(S(=O)(=O)N3CCN(c4ccccc4)CC3)c2)on1	?	10%[10.9 µM]	2%	-3%
CCN(CC)CCNC(=O)c1c(O)c2cccc3c2n(c1=O)CCC3	-3.6%	-29%	-17%	-21%
COc1ccc2c(CN(C)c3ccccc3)cc(=O)oc2c1	13%	-22%	-6%	-6%
CCC/C=C(\CCC)C(NC(=O)c1ccco1)c1ccc(C(=O)OC)cc1 (stereo unspecified)	.	-15%	4%	-2%
O=C(CC1CCCCC1)NCC1CCCO1 (stereo unspecified)	-1.0%	-4%	4%	5%
COc1ccccc1N1CCN(c2ncc3c(n2)CCN(Cc2ccccc2C)C3)CC1	?	-7%[10.9 µM]	6%	-15%
O=C(NCCOCCn1c(=O)oc2ccccc21)Nc1ccc(F)cc1F	2.0%	-5%[10.9 µM]	-2%	-12%
Cc1cc(C)n2nc(S(=O)(=O)N(C)Cc3ccccc3)nc2n1	1.8%	-5%	2%	10%
Cn1c(C(=O)NCCc2ccccc2)cc2cc(S(=O)(=O)N3CCCCC3)ccc21	0.3%	-11%[10.9 µM]	2%	-14%
O=C(NCCS(=O)(=O)N1CCN(c2ccccc2)CC1)C(c1ccccc1)c1ccccc1	?	-5%[10.9 µM]	10%	-11%
CC(C)CCNC(=O)C(C)N(Cc1ccc(F)cc1)C(=O)c1ccc(CN2CCCCC2)o1 (stereo unspecified)	-0.4%	-11%	-1%	7%
Cl/C(=C\n1cncn1)c1ccc(Cl)cc1Cl	-0.2%	-8%	-6%	-13%
c1cn(-c2ccnc(-c3ccc4c(c3)OCO4)n2)cn1	-1.1%[11.4 µM]	-8%	-6%	-22%
COc1ccc(CC(=O)OC(C)CN2CCCC2)cc1 (stereo unspecified)	2.4%	-4%	-2%	4%
CC1Cc2ccccc2N1S(=O)(=O)c1nnc(NC(=O)c2cccc(F)c2)s1 (stereo unspecified)	0.4%	-10%[10.9 µM]	-5%	3%
CCOc1ccc(CNC(=O)c2cnc3c(C)cccn3c2=O)cc1	0.2%	15%[10.9 µM]	12%	-13%
O=C(Nc1ccccc1C(F)(F)F)c1cc(-c2cccc(O)c2)on1	12%	10%	-8%	-8%
CC1CCN(c2ccc(-c3nc(-c4ccccc4)no3)cc2[N+](=O)[O-])CC1	?	-14%[10.9 µM]	17%	22µM*
Cc1c(NC(=O)Nc2ccccc2C(F)(F)F)c(=O)n(-c2ccccc2)n1C	3.6%	-2%[10.9 µM]	7%	12%
Cc1cc(C)c(NS(=O)(=O)c2ccc3c(c2)NC(=O)CCS3)c(C)c1	?	7%[10.9 µM]	-8%	19%
COc1ccc(N2CCN(C(=O)c3ccc(CS(=O)(=O)c4ccc(OC)cc4)o3)CC2)cc1	-0.8%	-19%	9%	7%
CCOC(=O)c1c(C)[nH]c(NC(=O)Nc2c(C)n(C)n(-c3ccccc3)c2=O)c1C	2.7%	-7%	10%	0%
Cc1ccc2c(c1)-c1c(cnn1CC(=O)Nc1ccccc1C#N)CO2	?	-5%[10.9 µM]	3%	-21%
O=C(Nc1c(C(=O)N2CCN(c3ccccc3F)CC2)oc2ccccc12)c1ccccc1F	?	19%[10.9 µM]	-4%	-7%
CCOc1ccccc1NC(=O)C1CCCN(C(=O)Nc2ccccc2)C1 (stereo unspecified)	.	.	1%	5%
Cc1ccc(N2CC(C(=O)OCC(=O)C(C)(C)C)CC2=O)cc1 (stereo unspecified)	-0.5%	0%	1%	-6%
N=C(N)c1ccc(-c2ccc(-c3ccc(C(=N)N)cc3)o2)cc1	1.4%[11.4 µM]	-19%[10.9 µM]	13%[9.22 µM]	5%[9.22 µM]
Cc1nnc(NC(=O)CSc2nnc(Cc3cccn3C)n2-c2ccccc2)s1	3.5%	-12%	1%	1%
CC1=Nc2cc(C(=O)NCCc3ccccc3)ccc2Sc2c(C)ccc(C)c21	-2.6%	-26%[10.9 µM]	0%	5%

(continued)
SMILES	IkB sig inh	Imprint erasure	p53ts 32C kill	p53ts 39C kill
CCOc1ccc(CNC(=O)C2CCCN(c3nnc(C)c4c(C)n(-c5ccccc5)nc34)C2)cc1 (stereo unspecified)	-3.3%	-17%[10.9 µM]	-6%	-9%
Cc1sc2ncnc(N[C@@H](CCC(=O)O)C(=O)O)c2c1C	1.0%	-8%	8%	16%
CCC(CC)(CC(=O)Nc1cccc(/C=C/c2nc(C3CCC3)cs2)c1)C(=O)O	.	-14%	?	?
Cc1ccc(NC(=O)CNc2cccc(C)c2C)c(C)c1	-0.4%	-3%	-1%	?
CCCc1nc2c(=O)[nH]c3ccccc3c2o1	-3.0%	-7%	-2%	-1%
COC(=O)c1ccc2c(=O)n(CCN3CCOCC3)c(SCC(=O)NC3CCCCC3)nc2c1	0.2%	-8%	1%	6%
Cc1nc2c(-c3ccccc3)c(C)nn2c(C)c1CCC(=O)N1CCN(c2ccc(F)cc2)CC1	?	-5%[10.9 µM]	7%	-11%
C=Cc1ccc(Cn2c(=O)cc(C)c3c(C)nn(C)c32)cc1	-1.8%	-14%[10.9 µM]	5%	-5%
Cc1ccc(C)c(Cn2c(=O)n(Cc3ccccc3)c(=O)c3c(C)c(C)sc32)c1	2.8%	5%[10.9 µM]	-2%	9%
O=C(CSc1nnc(CN2CCCCCC2=O)n1-c1ccccn1)NCC(F)(F)F	0.6%	2%	-2%	2%
Cc1cc(-c2nnc3sc(C4CCCCC4)nn23)n[nH]1	-1.4%	-9%	7%	8%
O=S1(=O)CCC(N=Cc2cc(Br)ccc2O)C1 (stereo unspecified)	2.5%	-6%	9%	1%
CCOc1ccc(N(C)C(CNS(=O)(=O)c2ccccc2)c2ccccc2)cc1 (stereo unspecified)	?	3%[10.9 µM]	10%	0%
Cc1cccc(N2CCN(C(=O)c3ccc4c(c3)CCN4S(=O)(=O)c3ccccc3)CC2)c1C	?	-9%[10.9 µM]	12%	-25%
COCCSc1ccccc1C(=O)Nc1cc(C)on1	1.5%	-10%	-2%	2%
Cc1cc2cc(C(c3nnnn3Cc3ccco3)N3CCc4ccccc4C3)c(=O)[nH]c2cc1C (stereo unspecified)	?	-18%	26%	8%
Cc1ccccc1NC(=O)c1cc2c(-c3ccccc3)nn(-c3ccccc3)c2s1	0.7%	-2%[10.9 µM]	12%	11%
Cc1cccc(OCCCCn2c(C3CC(=O)N(c4ccc(C)cc4C)C3)nc3ccccc32)c1 (stereo unspecified)	-2.3%	-10%[10.9 µM]	?	25µM*
COc1cc(-c2noc(CSc3nc(-c4ccc(F)cc4)cc(=O)[nH]3)n2)cc(OC)c1OC	0.5%	10%[10.9 µM]	-2%	9%
Oc1c(C(c2ccc(F)cc2)N2CCc3ccccc3C2)sc2ncnn12 (stereo unspecified)	2.4%	-12%	-6%	4%

Compounds listed so far that contain bromine (three):
SMILES	IkB sig inh	Imprint erasure	p53ts 32C kill	p53ts 39C kill
O=C(Nc1nc2c(s1)CCCC2)c1ccc(Br)s1	.	.	-25%	-28%
Cc1nn(C)cc1CNC(=O)c1ccccc1Br	0.3%	-1%	-2%	-5%
O=S1(=O)CCC(N=Cc2cc(Br)ccc2O)C1 (stereo unspecified)	2.5%	-6%	9%	1%

Continued.
SMILES	IkB sig inh	Imprint erasure	p53ts 32C kill	p53ts 39C kill
CCOc1ccc(CCNC(=O)C2CCN(S(=O)(=O)CC)CC2)cc1OCC	1.5%	-11%	-6%	7%
COc1ccc(-c2c(C)c3ccc(O)c(CN4CCCC4)c3oc2=O)cc1OC	0.0%	3%[10.9 µM]	-5%	-8%
CC(C)NC(=O)Cn1c(SCC(=O)c2ccc(F)cc2)nc2ccccc21	.	.	1%	20%
O=C(NCCCCc1ccccc1)c1nn(-c2ccccc2F)nc1CO	?	24%[10.9 µM]	-4%	-8%
COc1cccc(NC(=O)c2cc3c(-c4ccc(Cl)cc4)nn(C)c3s2)c1	0.3%	21%[10.9 µM]	12%	22%

Compound activity: PubChem BioAssay, National Center for Advancing Translational Sciences (NCATS)
